Screens as filed in PubChem BioAssay.
PHOSPHO1 inh: PubChem AID 1565; Phosphoethanolamine/phosphocholine phosphatase (Homo sapiens), Q8TCT1; recombinant PHOSPHO1, absorbance phosphatase assay; inhibition, % at 13.3 µM; 290,000 tested, 1.1% active; in the data active means inhibition above about 60%
Target sequence (Q8TCT1 whole entry, looked up): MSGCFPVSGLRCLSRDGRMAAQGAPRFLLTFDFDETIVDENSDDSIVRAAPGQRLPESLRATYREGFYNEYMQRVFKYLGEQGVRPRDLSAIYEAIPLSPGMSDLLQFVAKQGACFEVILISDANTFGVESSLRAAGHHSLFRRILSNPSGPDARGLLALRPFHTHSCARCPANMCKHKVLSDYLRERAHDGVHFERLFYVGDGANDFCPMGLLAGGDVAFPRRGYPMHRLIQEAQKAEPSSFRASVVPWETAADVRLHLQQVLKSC
GalR3 antagonist: GalR3 antagonists in HEK293 cells, primary screen, cell-based, fluorescence readout; HEK293 GalR3-CNG cAMP membrane potential fluorescence; galR3 body fused to GalR1 C-terminus; inhibition, % at 3 µM; 360,000 tested, 0.44% active;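 active means inhibition above the screen-wide average plus 3 SD, cut at about 13% in these data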;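 further: forskolin and galanin both at EC90 stimulate the cells; cAMP rise reported by CNG channel membrane potential dye signal; 0% = forskolin plus galanin with DMSO and 100% = forskolin alone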
Target sequence (O60755 1-299 limits assumed): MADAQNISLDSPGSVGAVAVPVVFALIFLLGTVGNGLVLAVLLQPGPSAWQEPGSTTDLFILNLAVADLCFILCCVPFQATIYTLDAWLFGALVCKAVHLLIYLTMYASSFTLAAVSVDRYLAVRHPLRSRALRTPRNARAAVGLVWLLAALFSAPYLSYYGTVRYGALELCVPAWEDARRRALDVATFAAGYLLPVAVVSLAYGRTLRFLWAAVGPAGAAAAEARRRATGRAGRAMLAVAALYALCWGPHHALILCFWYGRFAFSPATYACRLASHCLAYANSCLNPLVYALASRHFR
MEKK2mut PB1 HTS: MEK5 binding signal on mutant MEKK2 PB1, primary screen, biochemical, multiplex bead flow cytometry, Alexa488-MEK5 | Alexa488-MEK5 binding to MEKK2 mutant | percent response, % at 10 µM | 290,000 tested, 0.35% active | AID 1530, 2009; in the data active means percent response above about 24%, passing the limit was not always enough; further: inactives centre near 1; some results filed as inactive read as strong as hits; reference of the scale not given here
MEKK3 PB1 HTS: modulators of MEKK3-MEK5 PB1 binding, primary screen, biochemical, wildtype MEKK3, multiplex bead flow cytometry, Alexa488-MEK5 | bead-based flow cytometry, Alexa488-MEK5 binding to MEKK3; actives lie on both sides; 0 = blocked by unlabeled MEK5, 100 = vehicle | Mitogen-activated protein kinase kinase kinase 3 (Homo sapiens), Q99759 | binding response (% of control), % at 10 µM | 290,000 tested, 1.4% active;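 active means binding response more than 3 SD above or below the average of its plate-row segment, actives on both sides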;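 further: Alexa488 bead fluorescence after subtracting the streptavidin-only scavenger bead signal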
MEKK2wt PB1 HTS: modulators of MEK5 binding to wildtype MEKK2, primary screen, biochemical, multiplex bead flow cytometry, Alexa488-MEK5; binding response (% of control), % at 10 µM; Mitogen-activated protein kinase kinase kinase 2 (Homo sapiens), Q9Y2U5; Alexa488-MEK5 binding to MEKK2 WT; actives lie on both sides; AID 1531, 2009; 290,000 tested, 1.1% active; in the data active means binding response below about 67% or above about 130%
OXTR ag: human OXTR agonists, primary screen, fluorescence, CHO-OTR cells, Fluo-8 calcium | Fluo-8 calcium fluorescence; normalized: DMSO 0%, oxytocin 100% | activation, % at 3 µM | 320,000 tested, 0.32% active;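 active means activation above the mean of all tested compounds plus 3 SD, cutoff set per screening run, cut at about 20% in these data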;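 further: peak over basal fluorescence ratio from a 100 s FLIPR kinetic read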
NALP1 yeast inh: NALP1 inflammasome inhibitors in reconstituted yeast, colorimetric, S. cerevisiae, triplicate retest. S. cerevisiae NALP1/ASC/caspase-1 growth, X-gal OD620, 72 h. inhibition, % at 10 µM. 280,000 tested, 0.61% active. AID 2071, 2009; in the data active means inhibition mostly above about 24%, no sharp cut-off; inactive means mostly below about 32%; further: some compounds called inactive have numbers as strong as hits
V1R ag counter: agonists of human V1a receptor, primary screen, counter-screen for OXTR agonist project, fluorescence, CHO-V1R cells; 320,000 tested, 0.25% active; Vasopressin V1a receptor (Homo sapiens), P37288; activation, % at 3 µM; AID 2797, 2010; Fluo-8 calcium fluorescence, agonist mode; 0% DMSO, 100% 3 nM vasopressin;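 active means activation above the mean activation of all tested compounds plus 3 SD, per screening run, cut at about 20% in these data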;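 further: signal is peak over basal fluorescence ratio across a 100 second FLIPR read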
Target sequence (P37288 whole entry, looked up): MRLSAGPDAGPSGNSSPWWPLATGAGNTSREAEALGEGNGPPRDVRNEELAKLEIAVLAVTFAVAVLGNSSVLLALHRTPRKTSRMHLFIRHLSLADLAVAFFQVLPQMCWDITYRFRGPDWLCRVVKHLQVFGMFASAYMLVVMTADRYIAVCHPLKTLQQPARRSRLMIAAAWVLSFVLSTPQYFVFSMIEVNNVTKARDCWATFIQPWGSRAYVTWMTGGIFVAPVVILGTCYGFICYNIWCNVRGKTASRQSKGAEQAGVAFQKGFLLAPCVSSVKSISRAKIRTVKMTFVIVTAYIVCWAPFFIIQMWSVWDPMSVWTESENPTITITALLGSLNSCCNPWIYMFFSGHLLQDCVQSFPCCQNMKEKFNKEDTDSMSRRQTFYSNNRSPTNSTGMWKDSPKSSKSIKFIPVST
GPR7 antagonist: GPR7 receptor antagonists, primary screen, cell-based, fluorescence, single concentration; inhibition, % at 4.4 µM; AID 1861, 2009; GPR7-expressing cells, fluorescence antagonist assay; 290,000 tested, 1.1% active; in the data active means inhibition above about 16%, passing the limit was not always enough;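 further: cells stimulated with the agonist NPW; 0% = agonist with vehicle and 100% = vehicle without agonist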
Starred values were filed as active, the others as inactive; x = not tested or not shown.

entry	mol	PHOSPHO1 inh	GalR3 antagonist	MEKK2mut PB1 HTS	MEKK3 PB1 HTS	MEKK2wt PB1 HTS
1	CCCCN(Cc1cc2cc(OC)ccc2[nH]c1=O)C(=O)c1ccco1	18	5	15	104	104
2	CCc1ccc(-n2c(=O)c3ccccc3n(CC(=O)C(C)(C)C)c2=O)cc1	34	-7	-5	103	100
3	CCc1ccc(CN(C(=O)c2ccco2)C2CCS(=O)(=O)C2)cc1 (configuration not stated)	0	-3	-4	103	101
4	Cc1ccc2nc3n(c(=O)c2c1)CCCCC3	-19	2	1	116	105
5	CN(C)CCCNC(=O)C(=O)Nc1cc2c3c(c1)CC(=O)N3CCC2	34	0	1	102	102
6	Cc1ccccc1NC(=O)c1cccc(OCc2c(C)noc2C)c1	10	-1	1	100	101
7	Cc1onc(-c2c(F)cccc2Cl)c1C(=O)N1CCCCC1	8	1	2	101	105
8	CCOC(=O)c1ccc(NCCOC)c([N+](=O)[O-])c1	12	-1	2	108	104
9	CC(C)COP(=O)(c1ccc(N(C)C)cc1)C(O)c1cccnc1 (configuration not stated)	16	2	2	98	99
10	COc1ccccc1NC(=O)/C(=C/c1ccncc1)NC(=O)c1ccccc1	26	-7	1	101	98

entry	OXTR ag	NALP1 yeast inh	V1R ag counter	GPR7 antagonist
1	2.9	2	-0.5	-17
2	-0.8	5	0.0	-18
3	0.7	-3	1.0	-3
4	-1.1	20	0.2	-9
5	-0.5	11	0.9	-12
6	-0.6	10	0.5	8
7	-1.0	15	1.1	-7
8	-1.6	12	-0.9	-7
9	0.1	2	-1.5	-13
10	1.8	17	2.2	-8

Following part
entry	mol	PHOSPHO1 inh	GalR3 antagonist	MEKK2mut PB1 HTS	MEKK3 PB1 HTS	MEKK2wt PB1 HTS
11	Cc1ccc(NC(=O)COC(=O)c2ccc3c(c2)OCO3)cc1S(=O)(=O)N1CCCCC1	-8	-8	-1	111	113
12	CC(C)CNC(=O)C1CCN(c2ccc(S(=O)(=O)N3CCOCC3)cc2)CC1	-10	-4	-1	96	96
13	COc1ccc(OC)c(S(=O)(=O)NCc2cn3cccc(C)c3n2)c1	-17	-4	4	95	106
14	O=c1c2[nH]c3ccccc3c2ncn1CCN1CCNCC1	-16	-2	3	103	111
15	O=C(Nc1ccc2c(c1)OCO2)c1c(F)cccc1F	-10	6	1	108	105
16	COc1ccccc1N(CCN1C(=O)c2cccc3cccc(c23)C1=O)C(=O)c1ccncc1	-30	x	-2	101	102
17	Cn1cccc1Cc1nnc(SCC(=O)NCC2CCCO2)n1-c1ccc(F)cc1 (configuration not stated)	16	0	3	100	105
18	Cc1nn(C)cc1S(=O)(=O)NC1CCCC1	4	-2	0	103	103
19	Cc1ccc(C)c(NC(=O)c2ccc3ccccc3n2)c1	5	5	2	105	103
20	Cc1nc(NC(=O)c2c(-c3ccccc3Cl)noc2C)sc1C	37	-4	4	99	103

entry	OXTR ag	NALP1 yeast inh	V1R ag counter	GPR7 antagonist
11	0.6	41	3.1	-4
12	1.0	-6	0.9	3
13	-1.1	0	-0.1	-18
14	0.1	11	0.7	-2
15	-0.8	5	0.1	-11
16	0.4	18	-0.1	-3
17	-0.8	x	0.2	-5
18	-0.4	1	-0.7	-12
19	-1.3	6	-0.3	15
20	-0.6	10	0.6	-4

Further entries follow:
entry	mol	PHOSPHO1 inh	GalR3 antagonist	MEKK2mut PB1 HTS	MEKK3 PB1 HTS	MEKK2wt PB1 HTS
21	CC(=O)Nc1ccc(S(=O)(=O)N2CCN(c3ccc(C)c(Cl)c3)CC2)cc1	5	x	2	101	105
22	CCOc1ccc(NC(=O)CSc2nc3nc4c(cc3c(=O)n2CC)COC(C)(C)C4)cc1	42	-2	0	105	100
23	C=CCNC(=O)/C(=C/c1ccc(Br)cc1)NC(=O)c1ccccc1OC	-10	-1	-13	90	82
24	O=C(O)c1ccc(N=NNc2cccc([N+](=O)[O-])c2)cc1	24	-3	-11	106	88
25	O=C(Nc1ccc(Br)cc1)N1CCCC(O)C1 (configuration not stated)	-5	-5	7	108	111
26	CCc1ccc(NC(=O)C2CCCN(S(=O)(=O)c3cnc[nH]3)C2)cc1 (configuration not stated)	27	x	2	100	100
27	Cc1cccc(C)c1NS(=O)(=O)c1c(C(=O)N2CCCCC2)c(C)n(C)c1C	20	-8	2	100	96
28	COc1ccc(-c2csc(Nc3ccc(C)cn3)n2)cc1	37	-3	-2	100	99
29	CSc1c2c(nc3ncnn13)CCC2	15	-2	-2	98	101
30	CC/C(=N\NC(=S)Nc1cccc(C)c1)c1ccccc1	-3	0	-8	95	92

entry	OXTR ag	NALP1 yeast inh	V1R ag counter	GPR7 antagonist
21	11	8	12	-1
22	-3.0	x	-1.8	-7
23	-2.8	5	-1.2	-6
24	0.9	11	0.0	-7
25	0.4	19	0.1	2
26	14	23	0.2	-7
27	-0.3	-5	-1.0	9
28	-2.0	-1	-0.7	-14
29	-1.0	15	0.2	-2
30	-2.3	-2	-0.3	-9

Given with values under each structure: 7 of the compounds above
Values in the order – PHOSPHO1 inh | GalR3 antagonist | MEKK2mut PB1 HTS | MEKK3 PB1 HTS | MEKK2wt PB1 HTS | OXTR ag | NALP1 yeast inh | V1R ag counter | GPR7 antagonist
#21 CC(=O)Nc1ccc(S(=O)(=O)N2CCN(c3ccc(C)c(Cl)c3)CC2)cc1
 : 5 | x | 2 | 101 | 105 | 11 | 8 | 12 | -1
#22 CCOc1ccc(NC(=O)CSc2nc3nc4c(cc3c(=O)n2CC)COC(C)(C)C4)cc1
 : 42 | -2 | 0 | 105 | 100 | -3.0 | x | -1.8 | -7
#23 C=CCNC(=O)/C(=C/c1ccc(Br)cc1)NC(=O)c1ccccc1OC
 : -10 | -1 | -13 | 90 | 82 | -2.8 | 5 | -1.2 | -6
#24 O=C(O)c1ccc(N=NNc2cccc([N+](=O)[O-])c2)cc1
 : 24 | -3 | -11 | 106 | 88 | 0.9 | 11 | 0.0 | -7
#25 O=C(Nc1ccc(Br)cc1)N1CCCC(O)C1 (configuration not stated)
 : -5 | -5 | 7 | 108 | 111 | 0.4 | 19 | 0.1 | 2
#26 CCc1ccc(NC(=O)C2CCCN(S(=O)(=O)c3cnc[nH]3)C2)cc1 (configuration not stated)
 : 27 | x | 2 | 100 | 100 | 14 | 23 | 0.2 | -7
#27 Cc1cccc(C)c1NS(=O)(=O)c1c(C(=O)N2CCCCC2)c(C)n(C)c1C
 : 20 | -8 | 2 | 100 | 96 | -0.3 | -5 | -1.0 | 9

New compounds follow:
entry	mol	PHOSPHO1 inh	GalR3 antagonist	MEKK2mut PB1 HTS	MEKK3 PB1 HTS	MEKK2wt PB1 HTS
31	COc1ccc(C(=O)NCC(=O)OCC(=O)NCCC2=CCCCC2)cc1	28	-6	-3	100	96
32	CC(=O)N1c2c(cc(Br)cc2S(=O)(=O)N2CCCCC2)CC1C (configuration not stated)	11	-12	-3	100	100
33	CCOC(=O)c1ccccc1NC(=O)COc1cc(=O)n(CC)c2ccccc12	-14	-2	-3	93	91
34	COc1cc(S(=O)(=O)Nc2cccc(C)c2)ccc1N=Cc1c(C)[nH]n(-c2ccccc2)c1=O	-7	x	2	110	104
35	COc1ccc(N2CC(C(=O)Nc3c4c(nn3-c3ccccc3)CS(=O)(=O)C4)CC2=O)cc1 (configuration not stated)	17	1	-2	101	100
36	COCCn1c(SCC(=O)N2CCCCCC2)nc2c([nH]c3ccccc32)c1=O	41	1	6	101	106
37	CCOC(=O)c1[nH]c2ccc(Cl)cc2c1NC(=O)c1nonc1C	34	-2	-2	92	89
38	CC(=O)NC(CC(=O)NCCOc1ccccc1F)c1ccccc1 (configuration not stated)	28	-9	0	101	104
39	O=S(=O)(c1ccccc1)N1CCC2(CC1)OCCO2	30	-6	-6	96	97
40	CN(c1nc2ccccc2[nH]c1=O)C1CCCCC1	28	-7	6	103	103

entry	OXTR ag	NALP1 yeast inh	V1R ag counter	GPR7 antagonist
31	-0.1	9	-0.1	-21
32	0.5	7	1.8	4
33	-1.4	50	-0.8	2
34	-0.5	0	3.4	-4
35	-0.2	12	0.7	4
36	-1.2	1	-0.1	-24
37	1.1	9	-1.4	-2
38	0.6	3	0.7	-15
39	0.5	-1	0.8	-3
40	-1.5	-3	0.0	-22

Next part
entry	mol	PHOSPHO1 inh	GalR3 antagonist	MEKK2mut PB1 HTS	MEKK3 PB1 HTS	MEKK2wt PB1 HTS
41	COc1ccc(OCC(=O)OC2CCCN(C)C2)cc1 (configuration not stated)	-3	-6	4	99	104
42	Fc1ccccc1COc1cccc2cccnc12	x	-4	5	105	110
43	O=c1cc(-c2ccccc2Cl)oc2cc(O)cc(O)c12	21	2	5	95	95
44	CC(C)(C)C(=O)/C=C1\NC(=O)CS1	-10	1	-10	74	81
45	O=C(Cc1nc2ccccc2[nH]1)c1cccc([N+](=O)[O-])c1	3	2	-16	92	92
46	Cc1cc(C(=O)CSc2nnnn2C)c(C)n1CCc1ccc(F)cc1	29	-1	-13	87	86
47	CCOC(=O)COn1c(=O)c(-c2ccc(OC)c(OC)c2)[n+]([O-])c2ccccc21	-8	-1	2	98	97
48	CCc1nnc(NC(=O)CSc2n[nH]c(-c3ccccc3O)n2)s1	40	3	-10	101	86
49	N#CC1=C(N)N2C(=C(C#N)C13CCCCC3)SC1CCCCC12O (configuration not stated)	14	-4	-6	97	89
50	Cc1cc(-c2nnc(SCC(=O)Nc3cccc(Cl)c3)n2N)n[nH]1	44	2	3	100	103
51	CCC(CO)NCc1sccc1C (configuration not stated)	1	-5	-1	105	103

entry	OXTR ag	NALP1 yeast inh	V1R ag counter	GPR7 antagonist
41	1.5	0	1.5	-6
42	-2.5	x	-1.1	-10
43	0.6	7	3.0	-4
44	1.3	11	1.1	10
45	0.7	-5	3.8	-13
46	-0.6	-11	2.9	2
47	-0.4	7	-1.7	-12
48	0.1	-13	0.5	13
49	1.8	27	5.9	-4
50	0.9	7	1.1	-4
51	0.7	1	0.2	4

Outcome played no part in choosing rows. Share with any hit: about 5.4%.
